CYP2C9 act – increases human cytochrome P450 2C9 activity; actives 1.4% (n = 96,000); AID 1024; activation factor at 5 µM; recombinant CYP2C9, luciferin-H conversion, luminescence; active compounds read high; factor 1 = untreated enzyme, 0 = blocked; P11712;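 active means activation factor of 2 or more for CYP2C9 at a 5 µM dose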;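 further: 0 = sulfaphenazole-blocked wells and 1 = vehicle-only wells; values of inactives mirror those of a sister screen read the other way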
CD11b adhes enh – CD11b/CD18-fibrinogen binding enhancement; P05107+P11215; K562 CD11b/CD18 adhesion to fibrinogen, ATPlite luminescence; activation, % at 10 µM; actives 0.07% (n = 93,000); AID 1499;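 active means 10 µM primary screen giving 50% or more activity, confirmed by 40% or more on retest at that dose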; further: strong numbers were not always called active; reference of the scale not given here
CYP2C19 activ – cytochrome P450 2C19 (human) activation; P33261; recombinant CYP2C19, luciferin-H EGE luminescence; active compounds read high; 0 = fully inhibited enzyme, 1 = untreated enzyme; activation factor at 5 µM; 96,000 tested, under 10 active; AID 1025;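 active means activation factor of at least 2 at 5 µM in the primary screen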;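 further: 0 = wells with 2.5 mM tranylcypromine and 1 = vehicle-only wells; values of inactives mirror those of a sister screen read the other way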
Pyk2 oligo antag – Pyk2 (human) oligomerization antagonism; actives 0.83% (n = 99,000); Q293 cells, Pyk2 FERM NanoBiT luminescence; active compounds read low; z-score (the deposit names both 25 µM and 10 µM); Q14289;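 active means Z-score of -3 or lower, scaled per plate to the spread of control and sample wells; inactive means z-score above -3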;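 further: negative z-score means lost luminescence so less FERM oligomerization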
Target sequence (Q14289 whole entry, looked up): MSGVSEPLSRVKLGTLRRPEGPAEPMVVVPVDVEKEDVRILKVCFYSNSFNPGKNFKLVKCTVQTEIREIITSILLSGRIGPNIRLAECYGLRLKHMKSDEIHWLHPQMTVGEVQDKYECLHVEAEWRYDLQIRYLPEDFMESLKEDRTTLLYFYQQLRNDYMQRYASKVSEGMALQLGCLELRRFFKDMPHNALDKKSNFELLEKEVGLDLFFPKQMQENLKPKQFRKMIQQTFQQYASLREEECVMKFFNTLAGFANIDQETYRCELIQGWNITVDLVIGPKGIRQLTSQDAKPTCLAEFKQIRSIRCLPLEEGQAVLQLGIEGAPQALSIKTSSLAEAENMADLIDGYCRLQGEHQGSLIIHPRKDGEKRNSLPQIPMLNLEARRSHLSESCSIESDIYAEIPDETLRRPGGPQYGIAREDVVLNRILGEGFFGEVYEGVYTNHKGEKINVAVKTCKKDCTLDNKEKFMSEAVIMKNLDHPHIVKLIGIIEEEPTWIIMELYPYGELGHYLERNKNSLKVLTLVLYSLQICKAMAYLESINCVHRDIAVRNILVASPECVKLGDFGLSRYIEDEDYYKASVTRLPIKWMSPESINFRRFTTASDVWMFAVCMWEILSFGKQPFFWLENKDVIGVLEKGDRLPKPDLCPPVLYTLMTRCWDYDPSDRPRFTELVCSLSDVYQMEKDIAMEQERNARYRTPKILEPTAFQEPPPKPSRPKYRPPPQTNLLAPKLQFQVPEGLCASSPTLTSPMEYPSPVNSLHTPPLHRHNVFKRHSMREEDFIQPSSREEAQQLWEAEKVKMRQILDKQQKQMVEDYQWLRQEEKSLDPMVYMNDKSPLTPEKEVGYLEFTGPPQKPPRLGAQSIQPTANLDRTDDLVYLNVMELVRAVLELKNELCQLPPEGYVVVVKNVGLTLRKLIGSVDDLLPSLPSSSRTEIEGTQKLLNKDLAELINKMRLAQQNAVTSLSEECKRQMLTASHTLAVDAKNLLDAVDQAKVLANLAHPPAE
CYP2C19 inhib – blocks human cytochrome P450 2C19 | P33261 | CYP2C19 Supersomes, luciferin-H EGE luminescence, 30 min | inhibition, % at 5 µM | actives 21% (n = 96,000) | AID 778;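 active means CYP2C19 inhibition above a set limit at 5 µM in the primary screen, cut at about 50% in these data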;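 further: plate controls were negative control wells for no effect and 2.5 mM tranylcypromine positive control for full effect; values of inactives mirror those of a sister screen read the other way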
Mac1 fbg inh – inhibitors of human CD11b/CD18 binding to fibrinogen. actives 0.54% (n = 93,000). K562 CD11b/CD18 adhesion to fibrinogen, ATPlite luminescence; Mn2+ added to activate the integrin. P05107+P11215. inhibition, % at 10 µM. AID 1497;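 active means primary inhibition of 50% or more at 10 µM, then 40% or more on retest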; further: some results filed as inactive read as strong as hits
CYP2C9 inh – human CYP2C9 inhibition; actives 20% (n = 96,000); CYP2C9 Supersomes, luciferin-H conversion, luminescence; inhibition, % at 5 µM; P11712;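 active means blocking of liver enzyme CYP2C9 beyond about 50% at 5 µM, limit read from the data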; further: values of inactives mirror those of a sister screen read the other way
MT1-MMP txn act – activates MT1-MMP transcription. activation factor at 10 µM. HT1080 MT1-MMP promoter luciferase reporter, luminescence, overnight; active compounds read high. actives 0.16% (n = 86,000);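 active means activation factor of at least 2 for MT1-MMP transcription at 10 µM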
PLAP activator – activators of human placental alkaline phosphatase; P05187; purified PLAP enzyme, luminescent substrate read-out; active compounds read high; activation fold at 20 µM; actives 1.2% (n = 96,000); AID 696; in the data active means activation fold above about 2
* = called active by the depositor; · = not tested or not shown.

SMILES	CYP2C9 act	CD11b adhes enh	CYP2C19 activ	Pyk2 oligo antag	CYP2C19 inhib	Mac1 fbg inh	CYP2C9 inh	MT1-MMP txn act	PLAP activator
CC1=CC(C)C2C(=O)N(c3ccccc3)C(=O)C2C1 (centres undefined)	1.1	-3	0.9	0.35	14	-2	-8	0.9	0.9
COc1cccc(C(=O)Nc2ccc(-c3nnc(-c4ccco4)o3)cc2)c1	0.6	·	0.3	-1.9	65*	·	43	1.2	1
Cc1nn(Cc2ccccc2Cl)c(C)c1C(=O)NCc1ccco1	0.8	0	0.9	0.12	10	-12	22	1.1	0.9
CC1=C(C)C(=O)N(c2ccc(C(=O)O)cc2)C1=O	0.9	2	1	-0.42	4	0	6	1.1	1.1
CCOC(=O)c1[nH]c2ccc(OC)cc2c1NC(=O)CCN1CCN(Cc2ccccc2)CC1	0.9	-1	0.7	-0.17	33	8	11	0.9	1.3
CC(=O)Nc1cc(NC(C)=O)c2nc(N)sc2c1	1.1	7	1	0.56	-3	-13	-6	1	1
CCOC(=O)C1CCCN(C(=O)c2cc3nc(-c4ccc5c(c4)OCO5)cc(C(F)(F)F)n3n2)C1 (centres undefined)	0.4	·	0.5	1.6	45	·	56*	1	1.1
CS(=O)(=O)N(CCc1ccccc1)CC(=O)Nc1ccc(OCc2ccccc2)cc1	0.7	·	0.6	-0.01	40	·	31	·	0.8
CCOC(=O)c1c(-c2ccccc2)oc2ccc(OC)cc12	0.3	0	0.5	0.5	52*	4	65*	1.1	1.4
O=C(NCc1ccccn1)c1coc(=O)c(Br)c1	0.8	-1	0.9	0.57	14	-50	20	1.5	1.3
CCC1CCc2c(sc3ncnc(N4CCOCC4)c23)C1 (centres undefined)	0.6	-3	0.1	-0.75	89*	8	43	1.1	1.5
Cc1ccc(S(=O)(=O)Cn2nnnc2C(c2ccc(F)cc2)N2CCCCC2)cc1 (centres undefined)	1	6	0.9	0.22	6	-7	2	1.2	1.1
COC(=O)c1ccc(NCCc2csc(-c3ccc(C)cc3)n2)c([N+](=O)[O-])c1	0.4	-2	0.5	0.04	52*	-21	60*	·	1
COCc1nc2ccccc2n1Cc1ccccc1Br	0.9	1	0.4	0.3	56*	-29	15	1.1	1.1
CC(O)Cc1nsc(NC(=O)c2ccc(Br)o2)n1 (centres undefined)	1.1	13	1.1	-0.11	-5	-38	-8	1.1	0.9
Cc1[nH]c2ccc(-c3n[nH]c(=S)n3C)cc2c1C	0.6	-4	0.6	0.54	42	1	37	1.2	1.8
COc1cccc(OC)c1OCCCCN1CCCC1	1.1	·	1	0.33	1	·	-10	1	0.9
COCCN(C(=O)c1ccco1)c1nnc(-c2ccc(OC)cc2)s1	0.9	·	0.8	-2.9	24	·	9	1.3	1
CC(C)(C)N1C(=O)c2ccccc2NC(=O)N1Cc1ccccc1	0.9	0	1	0.06	5	9	11	1	1
Cc1ccc(NC(=S)N2CCCC(c3nc4ccc(C)cc4[nH]3)C2)c(C)c1 (centres undefined)	0.7	·	0.6	-0.6	36	·	32	·	1.1
CCOC(=O)Cn1nnc(-c2ccc(S(C)(=O)=O)cc2)n1	0.9	6	1.1	-0.45	-7	-23	7	1.2	0.9
c1ccc(OCc2nn3c(-c4ccccn4)nnc3s2)cc1	0.7	-2	0.6	0.97	44	8	29	1.3	1
CCOCCn1c(SCCc2ccccc2)nc2c1c(=O)[nH]c(=O)n2C	0.3	5	0.9	·	15	-10	74*	1.1	1.1
O=C(Nc1nncs1)C1(c2ccccc2)CCCC1	0.6	4	1	-0.46	5	0	41	1.1	0.9
Cc1cc(=O)[nH]c(N2CCN(C(c3ccccc3)c3ccccc3)CC2)n1	0.9	8	1.1	0.09	-8	0	11	1	1.1

Further records.
SMILES	CYP2C9 act	CD11b adhes enh	CYP2C19 activ	Pyk2 oligo antag	CYP2C19 inhib	Mac1 fbg inh	CYP2C9 inh	MT1-MMP txn act	PLAP activator
O=C(CN1CCN(S(=O)(=O)c2ccccc2)CC1)Nc1ccc(Cl)c(Cl)c1	0.8	1	0.2	1.1	77*	19	18	·	1.9
O=C(NCCN1CCCCCC1)c1ccc(N2CCCC2=O)cc1	1.2	3	1.1	0.13	-13	0	-22	1	0.9
C/C=C/c1ccc(OC)c(OC(C)=O)c1	1.1	3	1	1	3	-3	-6	1.1	1
COC(=O)C(O)(CC(=O)c1ccc(OC)cc1)C(F)(F)F (centres undefined)	1	·	0.4	-0.3	63*	·	4	1.2	1
Cc1cccc2cc(CN(CC3CCCO3)C(=O)c3cnccn3)c(=O)[nH]c12 (centres undefined)	0.7	·	1	-0.22	4	·	34	1	1.3
O=C(CN1C(=O)c2ccccc2S1(=O)=O)Nc1ccc(S(=O)(=O)N2CCCC2)cc1	0.1	-7	0.6	-0.46	42	-3	92*	1.1	1.2
CC(C)N1CCc2c(sc(NC(=O)c3ccc(S(=O)(=O)N4CCOCC4)cc3)c2C#N)C1	0.9	-6	0.9	·	5	-7	14	1.1	1.2
COc1ccc(CCNC(=O)c2cc3sccc3n2C)cc1OC	0.7	-2	0.5	1.8	51*	0	27	1	1
CCOc1ccc2nc(SC(CC)C(=O)Nc3cc(C)on3)sc2c1 (centres undefined)	1	-1	1	0.24	1	-9	-4	1.2	0.8
Oc1ccccc1-c1nc(N2CCN(Cc3ccccc3)CC2)c2ccccc2n1	0.3	-4	0.3	-0.93	65*	-3	74*	1.3	1.2
O=C(CSCc1ccc(Br)cc1)N1CCOCC1	1	-6	0.1	-0.4	94*	·	4	1.2	1.1
COC(=O)CC(=O)CSc1nc2c(cc1C#N)CCC2	1.1	1	1	-0.14	1	16	-7	1.2	1.1
Cc1ncc(N=Nc2ccccc2)c(-c2ccccc2)n1	0.9	·	0.8	-0.81	19	·	6	·	1
O/N=C(/CN(O)/C=C1/C=CC=N1)c1cccs1	1	0	0.9	0.07	10	-18	4	1	1.1
O=C(NCC(=O)N(Cc1cccs1)C(C(=O)NC1CCCC1)c1ccncc1)c1ccco1 (centres undefined)	0.3	-2	0.4	-0.12	61*	-10	72*	1	1.9
O=c1[nH]c(CN2CCN(c3ccccc3O)CC2)nc2ccccc12	0.8	10	0.6	-0.25	38	6	21	·	1.2
COC(=O)N1CC(c2ccccc2)CC1=O (centres undefined)	0.8	3	0.6	-0.09	35	-15	20	1.1	0.7
Cc1ccccc1-c1nnc(SCC(=O)Nc2ccc3c(c2)OCCO3)n1N	0.3	-4	0.6	0.39	40	-4	73*	1.1	0.8
CCCS(=O)(=O)n1nc(-c2ccc(C)cc2)cc1N	0.3	1	0.1	·	91*	1	67*	·	0.8
O=C(/C=C/c1ccccc1)NNC(=O)c1cccc(Cl)c1	0.8	·	0.8	0.84	24	·	18	·	1
COC(=O)c1nn(-c2ccccc2)c(=O)cc1Oc1ccccc1	0.9	3	0.9	0.17	11	-6	6	·	1
COCCN1Cc2cccc(C(=O)Nc3c(C)cccc3C)c2C1=O	0.8	-1	0.6	0.63	42	-20	25	1	0.9
COc1ccc(CCNC(=O)c2ccc(CN3CCOCC3)cc2)cc1	1.1	-3	1.1	-0.48	-14	1	-10	0.9	1.2
C=CCn1c(SCc2c(C)noc2C)nnc1C1COc2ccccc2O1 (centres undefined)	0.4	-2	0.7	0.56	33	0	61*	1.2	0.8
CCC(C)NC(=O)Nc1ccc2c(c1)N(C)C(=O)c1ccccc1S2 (centres undefined)	0	-4	0.3	-2.2	70*	4	97*	1.4	4.4

Further structures follow:
SMILES	CYP2C9 act	CD11b adhes enh	CYP2C19 activ	Pyk2 oligo antag	CYP2C19 inhib	Mac1 fbg inh	CYP2C9 inh	MT1-MMP txn act	PLAP activator
COc1ccc(/C=C/C(=O)c2ccccc2O)cc1CN1CCOCC1	0.6	3	0.4	-0.55	58*	-10	44	·	1.7
Cc1ccc(-n2c(Cc3ccccc3)n[nH]c2=S)cc1	0.6	-2	0.7	0.44	27	-6	38	1.1	1.3
COc1ccc(C2C3=C(CC(C)(C)CC3=O)Nc3c2c(=O)[nH]c(=O)n3Cc2ccccc2)cc1OC (centres undefined)	1	3	0.8	-1.1	16	-15	0	1	1.9
Cc1cccc(NC(=O)CSc2nnc(-c3ccncc3)n2C)c1	0.5	1	0.2	2.3	80*	-9	52*	1.2	1
O=C(CN(c1ccc(F)cc1)S(=O)(=O)c1ccc2c(c1)OCCO2)Nc1cccnc1	0	-4	0.1	-2.5	92*	9	99*	1	1.3
CCOC(=O)c1sc(NCCNc2nc(C)c(C(=O)OCC)s2)nc1C	0.8	34	1	·	0	-4	21	1.2	0.9
O=C(Cc1cccs1)Nc1nc(-c2ccc(F)cc2F)cs1	0.4	-6	0.8	-1.4	18	65*	56*	1	0.7
Cc1cc(-c2csc(N)n2)c(C)n1CCc1ccccc1	0.3	12	0.2	0.96	84*	-13	66*	·	1.3
CCCCNC(=O)CCc1nc2cccnc2n1Cc1ccc(OC)cc1	0.8	-3	0.6	0.59	41	-14	22	1.2	1.2
CC(C)OC(=O)CC12CN(C)CC(CC(=O)OC(C)C)(CN(C)C1)C2=O	1.1	·	1.2	-0.25	-16	·	-10	1.6	1
O=C1CC(N2CCN(c3cccc(C(F)(F)F)c3)CC2)C(=O)N1c1ccccc1 (centres undefined)	0.8	-1	1.1	-0.28	-8	-6	18	1.1	1
Cn1cccc1C1Nc2ccccc2NC2=C1C(=O)CC(C)(C)C2 (centres undefined)	1	0	1.3	-0.19	-33	-10	0	1.3	1.2
CCOC(=O)Cn1nnnc1CN(CCc1ccccc1)Cc1cc2cc(CC)ccc2[nH]c1=O	0.3	1	0.6	0.15	44	7	72*	1.5	1.6
Clc1cccc(Oc2cnns2)c1Cl	0.9	-2	0.7	0.91	33	0	14	1.2	1
CS(=O)(=O)N1CCCC(C(=O)NCCCN2CCOCC2)C1 (centres undefined)	1	-3	1	0.96	-2	-17	-1	1	0.9
COc1ccc(NC(=O)CSc2nnc(-c3ccccn3)n2N)c(OC)c1	0.5	0	0.8	0.67	22	18	48	1.2	1.1
COc1ccc(OC)c(NC(=O)CN(c2ccc(C(C)C)cc2)S(=O)(=O)c2c(C)noc2C)c1	0.1	6	0.3	·	75*	-5	94*	1	1.5
C[N+](C)(C)C/C=C1/COCO1	1	0	1	-0.53	2	-4	3	1.1	1
COCCSc1ccccc1C(=O)Nc1nnc(C)s1	1.1	4	1	1.1	4	-11	-6	1.1	1
CC1(C)CC2CC(C)(CN2C(=O)COC(=O)Cn2[nH]c(=O)c3ccccc3c2=O)C1 (centres undefined)	0.7	0	0.7	-0.72	32	-9	26	1.1	1.5
Cn1cccc1C(=O)N1CCN(c2cccc(C(F)(F)F)c2)CC1	0.8	2	0.2	0.99	76*	-8	22	1	1.7
CCCCN(CCCC)S(=O)(=O)c1ccc2oc(C(=O)N3CCOCC3)c(C)c2c1	0.5	-1	0.8	-0.9	21	10	49	1.1	1.3
CCOC(=O)N1CCN(c2nc(SC)nc3sc4c(c23)CC(C)(C)OC4)CC1	0.2	-5	0.1	-0.56	87*	11	81*	1	1.4
CCOC(=O)C1=C(c2ccccc2)Nc2nc(C)nn2C1c1cccc(OC)c1OC (centres undefined)	0.8	5	0.9	-1.7	14	-23	25	1.1	0.9

Bioassay records as filed in PubChem.
